Compound activity deposited in PubChem BioAssay by several laboratories.
ABCB6 inh 2: human ABCB6 transporter inhibition. Q9NP58. K562-ABCB6 porphyrin accumulation, flow cytometry, 1 h; hits give low values. fluorescence ratio to DMSO, % at 10 µM. hit rate 0.19% among 360,000;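 active = fluorescence ratio to DMSO below 75%, the collection mean minus 3 SD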;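 note: signal is porphyrin accumulated inside mitochondria; 100% equals median channel fluorescence of DMSO control wells; lower ratio means ABCB6 inhibition with less porphyrin fluorescence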
Cardio protect: protects H9c2 cardiomyocytes from peroxide injury; H2O2 injury protection, ATPLite, 2 h; protection from H2O2 cell death, % at 20 µM; hit rate 0.63% among 360,000; AID 588492;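 active = compounds giving at least 50% protection of heart cells from peroxide-induced death in the single-dose screen, raw or plate-pattern-corrected value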;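 note: 0% = DMSO wells with peroxide and 100% = DMSO wells without peroxide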
ABHD5-PLIN5 inh: blocks binding of human ABHD5 to perilipin-5; Q00G26+Q8WTS1; Split G. princeps luciferase complementation, luminescence, 4 h; inhibition, % at 4 µM; hit rate 0.78% among 360,000; AID 602281;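 active = inhibition above the mean inhibition across every tested compound plus 3 SD, cut at about 22% in these data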;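 note: 0% = DMSO only wells and the 100% control is not disclosed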
Glyco luc inh: N-linked glycosylation inhibition; AID 588692; hit rate 0.23% among 360,000; reporter increase, % at 12.5 µM; D54 ERlucT glycosylation luciferase reporter, 24 h; percent of 100 nM tunicamycin response;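 active = mean luciferase reporter signal, scaled so untreated is 0 and the glycosylation-blocking control 100, at or above a set limit in every replicate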;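 note: luciferase carries N-glycosylation sites so blocking glycosylation raises the light; 0% = median of neutral control wells and 100% = median of 100 nM tunicamycin wells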
m5-HT2A agonist: mouse HTR2A agonism via beta-arrestin recruitment; P35363; activation, % at 7.6 µM; hit rate 0.66% among 360,000; CHO-K1 mHTR2A beta-arrestin complementation, luminescence; percent of 30 µM serotonin response;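 active = activation above a run cutoff, the mean activation of all tested compounds plus 3 SD, cut at about 14% in these data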;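 note: 0% = plate median of compound wells and 100% = 30 µM serotonin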
MC4R antag cAMP: blocks human MC4R cAMP signaling; MC4R-expressing cells, MTII-stimulated cAMP, LANCE TR-FRET; inhibition, % at 6.5 µM; hit rate 0.48% among 360,000;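 active = inhibition above its plate's cutoff, the mean of tested wells on that plate plus 3 SD, cut at about 29% in these data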;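 note: 0% = Melanotan II alone and 100% = Melanotan II plus saturating MCL0020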
Target sequence (P32245 whole entry, looked up): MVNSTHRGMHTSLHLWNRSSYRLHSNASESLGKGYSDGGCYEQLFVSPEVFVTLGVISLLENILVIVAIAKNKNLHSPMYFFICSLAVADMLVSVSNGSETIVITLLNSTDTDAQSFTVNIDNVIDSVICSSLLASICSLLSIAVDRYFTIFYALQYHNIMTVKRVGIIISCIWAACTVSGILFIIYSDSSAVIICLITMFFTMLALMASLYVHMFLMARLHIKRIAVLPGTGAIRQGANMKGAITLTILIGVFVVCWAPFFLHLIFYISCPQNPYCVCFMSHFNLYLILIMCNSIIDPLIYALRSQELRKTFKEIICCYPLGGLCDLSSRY
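Material: human MC4R-expressing U2OS cells. Probe or stimulus: Melanotan II challenge. Dosing: 6.5 µM single dose. Times: 30-min compound, 1-h challenge, 1-h detection, room temperature. Technique: TR-FRET with Eu-cAMP and labeled anti-cAMP, 671 nm. Replication: singlicate.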
SRC2 inh: inhibits human steroid receptor coactivator 2 | Q15596 | HEK293 GAL4-SRC2 luciferase reporter, luminescence | inhibition, % at 9 µM | hit rate 0.17% among 370,000 | AID 651957;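 active = inhibition above the mean inhibition of all tested compounds plus 3 SD, set per campaign, cut at about 52% in these data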;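 note: 0% = DMSO treated cells and 100% = cells given Gossypol at 36 µM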
NOD2-RIPK2 inh: blocks binding of human NOD2 to RIPK2 | O43353 | CHO BLA complementation NOD2-RIPK2, CCF4 ratio | inhibition, % at 4.98 µM | hit rate 0.38% among 360,000; in the data active = inhibition above about 21%;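 note: 0% = vehicle only and 100% = reference blocker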
Target sequence (O43353 whole entry, looked up): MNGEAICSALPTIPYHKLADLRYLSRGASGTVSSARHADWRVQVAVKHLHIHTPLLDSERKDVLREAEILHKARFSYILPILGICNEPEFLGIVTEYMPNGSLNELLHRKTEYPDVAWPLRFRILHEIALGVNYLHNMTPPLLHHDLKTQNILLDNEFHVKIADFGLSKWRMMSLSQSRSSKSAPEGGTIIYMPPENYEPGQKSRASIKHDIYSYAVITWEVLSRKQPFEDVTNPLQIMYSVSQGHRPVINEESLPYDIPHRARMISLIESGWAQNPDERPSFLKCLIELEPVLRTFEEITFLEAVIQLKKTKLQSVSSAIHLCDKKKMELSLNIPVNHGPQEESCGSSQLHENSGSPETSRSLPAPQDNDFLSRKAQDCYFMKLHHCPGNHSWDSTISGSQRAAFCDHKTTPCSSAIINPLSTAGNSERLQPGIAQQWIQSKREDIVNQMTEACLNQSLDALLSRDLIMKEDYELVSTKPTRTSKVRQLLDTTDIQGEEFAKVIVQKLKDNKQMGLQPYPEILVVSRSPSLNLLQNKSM
MC4R barr agon: human MC4R agonism via beta-arrestin; U2OS MC4R beta-arrestin complementation, luminescence; percent of melanotan II response, DMSO zero; activation, % at 8.9 µM; hit rate 0.98% among 360,000;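 active = activation above a per-plate cutoff, the mean activation of sample wells on that plate plus 3 SD, cut at about 8% in these data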
TLR9-MyD88 block: blocks human TLR9 binding to MyD88; Q9NR96+Q99836; CHO BLA complementation TLR9-MyD88, CCF4 FRET ratio; inhibition, % at 4.98 µM; hit rate 0.21% among 340,000;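 active = inhibition above the mean over all tested compounds plus 3 SD, cut at about 21% in these data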;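 note: 0% = DMSO only wells and 100% = clavulanate BLA inhibitor control wells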
An asterisk follows results filed as active; . = not tested or not shown.

SMILES	ABCB6 inh 2	Cardio protect	ABHD5-PLIN5 inh	Glyco luc inh	m5-HT2A agonist	MC4R antag cAMP	SRC2 inh	NOD2-RIPK2 inh	MC4R barr agon	TLR9-MyD88 block
O=C(Nc1ccc2c(c1)OCCO2)c1cnccn1	97	-6	8	-7	1	-2	-34	2	5.0	0
CCOCCn1c(=O)c2c(nc3n2CC(C)CN3CCc2ccccc2)n(C)c1=O (centres undefined)	103	2	2	-1	15*	8	7	-6	-3.6	3
Cc1cc(NC(=O)CSc2nc3cc(Cl)ccc3o2)no1	99	1	4	0	1	9	-2	2	-2.4	1
CN1C(C(=O)NCc2ccco2)CC2Cn3c(nc4ccccc43)C21 (centres undefined)	97	10	3	3	4	8	1	-10	0.5	11
O=C(O)CCCCCNC(=O)c1ccccc1Br	99	-1	3	1	9	-1	-10	-15	-0.1	8
O=C(COc1ccc(F)cc1)Nc1c(C(=O)N2CCC(N3CCCCC3)CC2)oc2ccccc12	93	7	1	-8	-6	21	-23	-6	1.7	-12
COc1ccc(S(=O)(=O)Nc2ccc(C(N)=O)cc2)cc1C(=O)N1CCCCCC1	101	2	0	1	-4	13	-20	-4	-1.9	-1
Cc1ccccc1NC(=O)CSc1nnc2ccc(-c3ccncc3)nn12	98	3	11	-1	6	10	14	4	-2.4	-2
CN(C)C(=O)c1cccc(-c2cc(NC=O)c3ncc(-c4ccc(F)cc4)n3c2)c1	85	27	6	-1	-4	6	1	-4	2.9	.
Cc1ccc(N=CC2=C(O)CC(c3ccccc3Cl)CC2=O)cc1 (centres undefined)	94	6	2	1	10	-6	-16	4	-0.9	.
Cc1ccc(S(=O)(=O)Nc2ccc3c(c2)n(C)c(=O)n3C)cc1	98	3	5	65*	-1	-1	-41	-9	-3.5	-10
CCCc1cc(=O)oc2cc(OCC(=O)N(C)C)c(Cl)cc12	100	-11	9	-3	7	-5	-27	-2	3.4	8
O=C1C2C3C=CC(C4CC34)C2C(=O)N1/N=C/c1ccc([N+](=O)[O-])o1 (centres undefined)	98	-9	0	16	3	-6	5	-1	-1.8	0
O=C(NCC1CCCO1)C1CCN(S(=O)(=O)Cc2ccccc2)CC1 (centres undefined)	146	-6	-3	0	0	-1	-22	0	-0.5	-2
Cc1ccc2c(c1)nnn2C1CCN(CC(=O)Nc2ccc3c(c2)OCCO3)CC1	99	-3	3	-1	-1	-2	-3	2	0.9	-4
COc1ccccc1CNC(=O)C1CSC2(C)CCC(=O)N12 (centres undefined)	96	9	-1	0	-3	0	-33	1	-1.3	-6
CCOC(=O)N1CCC(N2CCN(S(=O)(=O)c3ccc(C)cc3)CC2)CC1	98	-2	-1	2	3	0	12	-7	0.2	10
CCOc1cccc(/C(O)=C2/C(=O)C(=O)N(CCOC)C2c2ccco2)c1 (centres undefined)	106	-6	15	1	8	16	-5	-2	0.0	-2
Oc1ccc(/C=N/Nc2nc(N3CCCCCC3)nc(N3CCCCCC3)n2)c(O)c1	93	-16	-11	-3	-1	16	-12	3	2.2	-5
CCCCn1c(SCC(=O)Nc2cc(C)on2)nc2ccsc2c1=O	103	-2	-5	5	-6	3	14	-1	5.5	-3
C=C(C)c1ccc(C(C)(C)NC(=O)N(Cc2ccccc2)Cc2ccco2)cc1	101	-14	-9	-3	5	-1	-18	-4	17*	2
COc1ccccc1NCC(=O)c1ccc(C)c(C)c1	99	0	3	1	4	1	17	-4	-0.1	-5
CN(C)S(=O)(=O)c1ccc(NC(=O)c2cc(-c3cccs3)nc3ccccc23)cc1	94	1	8	-12	0	4	5	3	-1.6	-5
Cc1cc(NC(=O)CSc2nc3cc(C)c(C)cc3cc2C)no1	100	-3	-5	0	-6	22	11	2	0.3	-11
O=C(Cc1cccc2ccccc12)N1CCN(c2ncccn2)CC1	100	0	-4	-1	-3	30*	-14	-9	-0.7	-5

Some of these compounds in order of molecular weight, falling.
SMILES	ABCB6 inh 2	Cardio protect	ABHD5-PLIN5 inh	Glyco luc inh	m5-HT2A agonist	MC4R antag cAMP	SRC2 inh	NOD2-RIPK2 inh	MC4R barr agon	TLR9-MyD88 block
COc1ccc(S(=O)(=O)Nc2ccc(C(N)=O)cc2)cc1C(=O)N1CCCCCC1	101	2	0	1	-4	13	-20	-4	-1.9	-1
C=C(C)c1ccc(C(C)(C)NC(=O)N(Cc2ccccc2)Cc2ccco2)cc1	101	-14	-9	-3	5	-1	-18	-4	17*	2
Cc1ccccc1NC(=O)CSc1nnc2ccc(-c3ccncc3)nn12	98	3	11	-1	6	10	14	4	-2.4	-2
O=C(NCC1CCCO1)C1CCN(S(=O)(=O)Cc2ccccc2)CC1 (centres undefined)	146	-6	-3	0	0	-1	-22	0	-0.5	-2
Cc1cc(NC(=O)CSc2nc3cc(C)c(C)cc3cc2C)no1	100	-3	-5	0	-6	22	11	2	0.3	-11
Cc1ccc(N=CC2=C(O)CC(c3ccccc3Cl)CC2=O)cc1 (centres undefined)	94	6	2	1	10	-6	-16	4	-0.9	.
CN1C(C(=O)NCc2ccco2)CC2Cn3c(nc4ccccc43)C21 (centres undefined)	97	10	3	3	4	8	1	-10	0.5	11
O=C(Cc1cccc2ccccc12)N1CCN(c2ncccn2)CC1	100	0	-4	-1	-3	30*	-14	-9	-0.7	-5
COc1ccccc1CNC(=O)C1CSC2(C)CCC(=O)N12 (centres undefined)	96	9	-1	0	-3	0	-33	1	-1.3	-6
O=C(Nc1ccc2c(c1)OCCO2)c1cnccn1	97	-6	8	-7	1	-2	-34	2	5.0	0

(continued)
SMILES	ABCB6 inh 2	Cardio protect	ABHD5-PLIN5 inh	Glyco luc inh	m5-HT2A agonist	MC4R antag cAMP	SRC2 inh	NOD2-RIPK2 inh	MC4R barr agon	TLR9-MyD88 block
O=C(CCC(=O)c1ccc(Oc2ccccc2)cc1)Nc1cccc(Cl)c1Cl	101	-7	-2	1	0	1	17	-2	0.1	1
CCCCOc1ccc(CSCCN)cc1Cl	96	-7	-1	-3	-2	-5	32	-4	2.0	1
C/C(=N/Nc1nc(-c2ccc(Cl)cc2)cs1)c1cccs1	99	-2	-10	1	-1	8	-24	2	0.2	5
CCOC(=O)c1c2ccccc2[n+]([O-])n1CCO	98	7	4	-1	3	-4	2	-23	-1.1	-2
C(=N\n1cnnc1)/c1cccc2ccccc12	98	4	9	1	7	-1	12	-3	-0.6	-4
Cc1ccc(OCC(=O)NS(=O)(=O)c2ccccc2)cc1	93	4	-5	3	3	2	7	-4	-1.8	3
CCn1c(SCC(=O)Nc2nc(C)cs2)nnc1-c1ccoc1C	93	10	-8	3	3	-2	20	-4	-1.8	-5
COc1ccc(S(=O)(=O)N2CCN(CCC(=O)Nc3ccccc3F)CC2)cc1	112	6	-4	0	0	7	18	-5	-0.7	8
O=[N+]([O-])c1cc(C(F)(F)F)cc([N+](=O)[O-])c1NCCNC(=S)Nc1ccc(Cl)c(Cl)c1	94	-12	-11	-4	-6	3	-10	-2	-2.1	-2
C(=N/N1CCN(c2ccccc2)CC1)/c1cccs1	102	-2	-13	0	-3	0	-18	5	0.4	5
Cc1ccc(CNCc2cc3c(C(C)(C)C)nn(-c4ccccc4)c3[nH]c2=O)cc1	94	58*	-6	-1	-10	13	20	-3	8.9*	-2
COc1ccc(C(=O)N[C@H](C(=O)Nc2sccc2C(N)=O)C(C)C)cc1	92	-2	2	4	-2	4	-27	12	-0.7	-2
O=C(NCCN1CCCC1)C1COc2ccccc2O1 (centres undefined)	95	0	3	1	4	-2	-58	-1	0.3	5
CC(C)(C(=O)N1CCC1(C)C(=O)NC1Cc2ccccc2C1)c1ccccc1 (centres undefined)	97	1	-8	0	-8	-5	-17	-3	-0.1	.
Cc1ccc(N=C2c3ccccc3C(=O)C2[N+](=O)[O-])cc1C (centres undefined)	98	4	1	-1	3	2	-37	-6	-1.9	-2
CCN(CC(=O)Nc1ccccc1OC)C(=O)c1cc(-c2ccccc2)nn1-c1ccccc1	95	5	-7	4	4	16	13	-1	-3.2	-10
O=C(O)c1ccc(NS(=O)(=O)c2cc(Cl)ccc2Cl)cc1	98	11	15	-2	11	-7	-23	-11	1.5	3
COc1ccc(NC(=O)C2CC2)cc1-n1cnnn1	95	1	-3	1	1	0	-6	-5	-1.4	-2
CC(C)(C)n1nc(-c2ccc(F)cc2)c2c(N)ncnc21	95	7	-1	-14	-7	2	12	-3	-1.8	-16
O=S(=O)(NCCC1CC1(Cl)Cl)c1ccccc1 (centres undefined)	99	6	5	-3	-5	6	-3	3	-1.6	-5
Cc1onc(C(=O)NC(C)c2ccccc2)c1[N+](=O)[O-] (centres undefined)	101	-1	2	0	8	4	19	-5	-1.5	-2
CC(C)(C)NC(=O)CN(C(=O)C(=O)Nc1ccc2c(c1)OCCO2)C1CCCC1	98	2	6	-1	-4	9	-4	-3	-1.0	6
Cc1cc(C)c2nc(N(CCN(C)C)C(=O)c3ccc4ccccc4c3)sc2c1	100	0	1	-1	-16	3	-19	9	-1.2	-2
CCN1CCN(c2ccc(S(=O)(=O)N3CCOCC3)cc2NC(=O)c2ccc(C(F)(F)F)cc2)CC1	89	4	0	-2	-10	-4	3	-12	-0.1	-8
Cc1ccc(NC(=O)NC2(C(=O)NCc3ccccc3)CCCCC2)cc1	104	-6	-4	1	-3	10	-1	-7	-0.4	3

(next part)
SMILES	ABCB6 inh 2	Cardio protect	ABHD5-PLIN5 inh	Glyco luc inh	m5-HT2A agonist	MC4R antag cAMP	SRC2 inh	NOD2-RIPK2 inh	MC4R barr agon	TLR9-MyD88 block
COc1cccc(CNC(=O)CCS(=O)(=O)Cc2ccc(C)cc2)c1	100	2	-4	4	-4	-1	-4	3	-2.6	-6
c1cc(C2CCN(Cc3nc(-c4ccc5c(c4)OCO5)no3)CC2)ccn1	92	-10	-2	0	5	1	10	-2	1.3	-3
O=C1CSC(c2ccccc2)N1c1ccccc1F (centres undefined)	97	4	7	-1	5	4	21	-11	-0.7	-8
Cc1nc(NCCN)c(C#N)c2c1COC(C)(C)C2	95	0	4	2	1	-9	-14	2	2.2	1
COc1cc(/C=C2/C(=O)NN(c3ccc(C)c(Cl)c3)C2=O)cc([N+](=O)[O-])c1O	123	-3	-2	3	-2	16	-5	1	-2.0	-1
CC(NS(C)(=O)=O)C(c1cccs1)N1CCN(c2ccccc2)CC1 (centres undefined)	97	4	3	1	2	-3	26	-5	0.9	-3
O=C(O)CCCCCNC(=O)c1ccc(Br)cc1	95	3	7	1	1	1	-2	-4	0.2	-1

Some of the compounds tested; count on the stated rates, not on these rows.
